# Screening results (PubChem)
# MEKK3 PB1 HTS – raises or lowers MEK5 binding to the human MEKK3 PB1 domain; Q99759; bead-based flow cytometry, Alexa488-MEK5 binding to MEKK3; actives lie on both sides; 0 = blocked by unlabeled MEK5, 100 = vehicle; binding response (% of control), % at 10 µM; hit rate 1.4% among 290,000;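 active = binding response more than 3 SD above or below the average of its plate-row segment, actives on both sides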;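 note: Alexa488 bead fluorescence after subtracting the streptavidin-only scavenger bead signal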
# SUMO HTRF inh – inhibitors of human SUMOylation (UBC9); P63279; HTRF SUMOylation assay, SAE1/SAE2 + UBC9, in vitro; inhibition, % at 35 µM; hit rate 0.36% among 290,000; AID 2006; in the data active = inhibition above about 50%, passing the limit was not always enough; note: strong numbers were not always called active
# IDE cell activ – boosts human insulin-degrading enzyme activity in HEK cells | P14735 | activation, % at 5.96 µM | FAbeta-B cleavage, fluorescence polarization; 0% vehicle, 100% cell-free pure enzyme wells | hit rate 0.073% among 340,000;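 active = activation above the mean of all tested compounds plus 3 SD, set per screening campaign, cut at about 17% in these data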
# Target sequence (P14735 whole entry, looked up): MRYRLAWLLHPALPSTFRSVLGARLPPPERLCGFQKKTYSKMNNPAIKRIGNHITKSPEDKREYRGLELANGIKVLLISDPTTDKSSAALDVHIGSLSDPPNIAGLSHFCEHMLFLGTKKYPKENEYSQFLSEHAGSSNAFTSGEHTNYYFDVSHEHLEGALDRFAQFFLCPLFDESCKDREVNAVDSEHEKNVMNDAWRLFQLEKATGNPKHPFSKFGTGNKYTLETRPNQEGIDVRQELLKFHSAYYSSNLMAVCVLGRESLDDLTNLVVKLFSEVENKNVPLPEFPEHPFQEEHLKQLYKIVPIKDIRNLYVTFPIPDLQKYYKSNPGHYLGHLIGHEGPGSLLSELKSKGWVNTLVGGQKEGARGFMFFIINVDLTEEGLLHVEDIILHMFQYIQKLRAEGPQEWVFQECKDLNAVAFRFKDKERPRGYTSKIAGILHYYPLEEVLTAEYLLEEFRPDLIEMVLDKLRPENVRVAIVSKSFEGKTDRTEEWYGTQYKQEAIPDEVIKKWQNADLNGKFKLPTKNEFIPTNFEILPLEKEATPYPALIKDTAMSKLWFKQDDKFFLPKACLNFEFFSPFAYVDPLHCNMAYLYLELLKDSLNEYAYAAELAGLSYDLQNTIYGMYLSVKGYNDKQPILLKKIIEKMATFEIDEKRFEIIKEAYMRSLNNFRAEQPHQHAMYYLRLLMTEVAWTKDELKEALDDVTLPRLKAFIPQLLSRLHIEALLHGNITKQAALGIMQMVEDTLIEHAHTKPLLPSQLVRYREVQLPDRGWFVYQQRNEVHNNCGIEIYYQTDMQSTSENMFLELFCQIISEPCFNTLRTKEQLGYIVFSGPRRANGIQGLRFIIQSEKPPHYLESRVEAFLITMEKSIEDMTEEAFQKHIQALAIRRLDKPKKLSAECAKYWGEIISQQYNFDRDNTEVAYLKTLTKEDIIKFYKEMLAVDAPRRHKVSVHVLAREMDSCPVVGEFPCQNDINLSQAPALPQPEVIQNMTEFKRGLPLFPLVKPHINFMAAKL
# MEKK2 WT-MEK5 – raises or lowers MEK5 binding to wildtype human MEKK2 PB1 domain | Q9Y2U5 | bead flow cytometry, Alexa488-MEK5 binding to MEKK2 WT; actives lie on both sides | binding response (% of control), % at 10 µM | hit rate 1.1% among 290,000; in the data active = binding response below about 67% or above about 130%
# p-CIP stab down – p/CIP protein destabilization; F442A p/CIP-EGFP cells, EGFP fluorescence, 16 h; decrease of EGFP signal, % at 10 µM; hit rate 0.01% among 290,000; AID 1984;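 active = EGFP signal decrease of at least 30% at 10 µM or well 3 SD below plate mean, unless failing retest; inactive = the rest, including hits failing retest or dose response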; note: some compounds called inactive have numbers as strong as hits; many of its hits are not listed in these tables
# IDE inh – cellular human IDE inhibition; hit rate 0.41% among 320,000; P14735; AID 434962; HEK cells, FAbetaB cleavage, fluorescence polarization; inhibition, % at 5.59 µM;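 active = percent inhibition above the average of all tested compounds plus 3 SD, set per screening campaign, cut at about 16% in these data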;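 note: IDE supplied by intact live HEK cells; FP after avidin binding of uncleaved biotin substrate so inhibition keeps polarization high; 0% = DMSO wells and 100% = 60 µM reference IDE inhibitor Ii1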
# MEKK2mut PB1 HTS – signal of MEK5 binding to mutant human MEKK2 PB1 domain | hit rate 0.35% among 290,000 | percent response, % at 10 µM | bead flow cytometry, Alexa488-MEK5 binding to MEKK2 mutant | AID 1530; in the data active = percent response above about 24%, passing the limit was not always enough; note: inactives centre near 1; some results filed as inactive read as strong as hits; reference of the scale not given here
# M18AAP inhibitor – blocks P. falciparum M18 aspartyl aminopeptidase; AID 1822; recombinant PfM18AAP, H-Glu-NHMec fluorogenic cleavage; hit rate 1.2% among 290,000; inhibition, % at 7.35 µM;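 active = inhibition above the campaign mean inhibition over all tested compounds plus 3 SD, cut at about 28% in these data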;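 note: 0% = plate median of test compound wells and 100% = 2 mM ZnCl2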
# NALP1 inh – NALP1 inhibition; hit rate 0.61% among 280,000; S. cerevisiae NALP1/ASC/caspase-1 growth, X-gal OD620, 72 h; inhibition, % at 10 µM; in the data active = inhibition mostly above about 24%, no sharp cut-off; inactive = mostly below about 32%; note: some compounds called inactive have numbers as strong as hits
# Starred values were filed as active, the others as inactive; x = no result given.
SMILES,MEKK3 PB1 HTS,SUMO HTRF inh,IDE cell activ,MEKK2 WT-MEK5,p-CIP stab down,IDE inh,MEKK2mut PB1 HTS,M18AAP inhibitor,NALP1 inh
CCOC(=O)N1CCC(c2cc(=O)n3[nH]c(C)c(-c4ccc(F)cc4)c3n2)CC1,x,2.0,7.5,x,-5.5,0.8,x,-13.3,25.1
Cc1ccc(-c2nn(-c3ccccn3)c(=O)c3ccccc23)cc1C,100.0,2.5,5.0,101.0,-4.6,4.0,-3.0,5.8,-1.2
Cc1ccc(NC=C(S(=O)(=O)c2ccccc2)S(=O)(=O)c2ccccc2)cc1,98.0,1.5,-8.0,89.0,0.5,0.6,-3.0,25.5,22.3
Cc1ccccc1CCN(C(=O)Cn1nnc2ccccc21)C(C(=O)NCC1CCCO1)c1nc2ccccc2n1C (stereo not given),117.0,27.6,0.2,101.0,5.1,-4.2,5.0,-0.4,-24.4
COc1ccccc1NC(=S)NC(=O)c1ccc(-c2ccc(Cl)cc2)o1,102.0,3.9,2.5,96.0,-9.8,3.1,0.0,-6.0,1.2
CCN(CC(=O)N1CCN(c2ccccc2)CC1)S(=O)(=O)c1ccc(C)cc1,100.0,5.5,0.1,92.0,-6.4,2.1,-2.0,1.9,29.1
CCc1ccc(/C=C2\SC(=S)N(CCCC(=O)Nc3nccs3)C2=O)cc1,96.0,3.3,-2.8,94.0,11.9,6.7,7.0,-1.2,22.4
Cc1nc(SCC(=O)Nc2ccc(Cl)cc2[N+](=O)[O-])nc(C)c1C,93.0,0.7,3.7,96.0,-12.0,3.5,-3.0,17.1,15.8
CC(=O)NC(=S)Nc1cccc2c(C)cc(C)nc12,x,-7.0,5.4,x,-5.8,1.8,x,-7.3,-21.1
Cc1ccc(Nc2cc(=O)[nH]c(=O)[nH]2)c(C)c1,x,7.5,-0.9,x,-19.5,9.4,x,-4.4,13.7
O/N=C/c1cc(Cl)ccc1OCc1cccc2ccccc12,99.0,-14.8,x,97.0,-2.8,-3.7,-4.0,2.3,8.4
CC(=O)NCCc1cc2ccc(C)cc2[nH]c1=O,x,6.0,4.1,x,0.9,1.9,x,0.1,-3.6
O=S(=O)(/C=C/c1ccccc1)N1CCN(c2nc(-c3cccnc3)nc3ccccc23)CC1,102.0,-14.3,x,98.0,1.2,1.9,0.0,-4.1,3.3
CCOc1ccccc1N(CC(=O)NC1CCCC1)C(=O)CNC(=O)c1cccs1,105.0,7.2,3.4,111.0,7.8,-4.1,12.0,4.4,-5.0
O=C(NCc1ccc(Cl)cc1)C(=O)c1c[nH]c2ccccc12,103.0,6.2,-0.6,100.0,2.6,0.9,1.0,-3.6,3.1
COc1ccc(OC)c(NC(=O)CCn2c(=S)[nH]c3ccccc3c2=O)c1,96.0,6.4,0.3,97.0,2.1,0.1,1.0,17.6,8.9
CCN(Cc1ccccc1)C(=O)COC(=O)CNS(=O)(=O)c1ccc(C)cc1,101.0,15.7,-0.6,127.0,-3.6,-4.9,14.0,-3.5,29.7
Cc1ccc(S(=O)(=O)N(CC(=O)Nc2ccccc2C(=O)O)c2ccc(Cl)cc2)cc1,99.0,6.3,-1.5,95.0,-0.2,9.9,-4.0,-1.9,12.6
O=C(CC1SCCNC1=O)Nc1ccc(F)c(Cl)c1 (stereo not given),95.0,9.4,5.2,96.0,-5.4,3.5,-4.0,0.9,4.6
CC(C)C(=O)NN(C(=O)c1ccccc1)c1ccccc1,102.0,3.7,-1.1,105.0,-7.8,4.8,4.0,-12.0,-2.6
O=C(Nc1cccc(-c2cscn2)c1)C1CCN(Cc2ccc(CO)o2)CC1,102.0,6.9,7.2,110.0,-4.1,2.5,4.0,-3.8,31.4
O=C(Nc1ccc2oc(-c3ccncc3)nc2c1)c1ccccc1F,86.0,8.7,-5.6,93.0,2.2,-1.8,-3.0,-2.5,-0.7
CCOC(=O)c1c(/N=C/N(C)C)sc(/C=N/Nc2ccccc2)c1-c1ccc(Cl)cc1,86.0,3.1,3.2,83.0,-3.9,5.9,-1.0,-6.3,31.0
CCOC(=O)c1c(C)oc(/N=C/c2ccccc2O)c1C#N,97.0,-31.5,6.0,100.0,20.6,-1.1,-1.0,12.6,2.2
COc1ccc(CC(=O)OCc2nnc(-c3ccccc3)o2)cc1,x,-6.6,4.6,x,3.8,-4.3,x,-3.6,9.2
CCOC(=O)c1cnc2c(ccc3ccccc32)c1Cl,104.0,-5.2,1.0,102.0,1.9,3.4,7.0,0.0,1.5
COc1cc2cc(C(=O)N/N=C/c3ccccc3Cl)[nH]c2cc1OC,107.0,-8.0,-12.3,107.0,5.3,17.2*,5.0,6.6,-4.4
N#C/C(=C\c1c(F)cccc1Cl)S(=O)(=O)c1ccccn1,99.0,13.7,-0.7,98.0,-20.8,-1.4,1.0,3.4,-12.9
O=S1(=O)N=C(Nc2ccc(O)c(CN3CCCCC3)c2)c2ccccc21,94.0,-14.5,1.7,98.0,-1.4,-0.8,-4.0,5.2,16.2
Cc1cc(N=Nc2ccccc2C(=O)O)c(C)c(C)c1O,101.0,-5.4,14.7,96.0,-17.8,-12.4,6.0,0.9,22.1
COc1ccc(-c2csc(N(CCc3ccc(OC)c(OC)c3)C(=O)COc3ccccc3)n2)cc1,100.0,-15.2,-8.9,90.0,-14.7,13.7,-4.0,6.8,30.9
O=C(CN(C(=O)c1cc2c(s1)CCC2)C1CCCC1)NCc1cccs1,103.0,-1.9,0.3,101.0,-6.7,6.3,3.0,-5.5,12.1
O=C(O)CCCN1C(=O)C2C3CCC(O3)C2C1=O (stereo not given),101.0,-4.1,5.2,95.0,4.7,1.8,2.0,-6.3,5.5
Cc1ccc(-c2c(C#N)c(N)n(-c3ccccc3)c(=O)c2C#N)cc1,x,9.3,-0.4,x,-5.1,-1.7,x,-0.6,11.9
Cc1cc(NC(=O)CSc2ccccc2)no1,93.0,16.0,0.7,89.0,-8.4,11.3,-5.0,-2.9,13.1
COC(=O)CSc1nc(-c2ccccc2)nc2ccc(F)cc12,99.0,-7.7,2.0,97.0,-1.8,11.2,-6.0,-2.5,10.0
CC(=O)c1cccc(CN2CCC(C(=O)Nc3cccc(-c4ccn[nH]4)c3)CC2)c1,106.0,1.7,1.8,134.0,-23.7,1.8,13.0,-10.3,18.0
O=C(Nc1ccc(OC(F)(F)F)cc1)C1CC(c2ccc(F)cc2)=NO1 (stereo not given),99.0,-13.4,-0.5,96.0,1.3,8.4,-2.0,-4.0,-3.9
O=C(Nc1cccc2ccccc12)N1CCN(c2ccc(F)cc2)CC1,99.0,13.5,0.3,100.0,-5.0,-0.9,11.0,-10.7,5.6
O=C(NC(=S)Nc1cccc(Cl)c1N1CCOCC1)c1cccs1,111.0,-46.8,5.1,109.0,6.1,7.5,10.0,-1.5,9.9

# 4 entries out of the list, arranged by molecular weight, low to high:
SMILES,MEKK3 PB1 HTS,SUMO HTRF inh,IDE cell activ,MEKK2 WT-MEK5,p-CIP stab down,IDE inh,MEKK2mut PB1 HTS,M18AAP inhibitor,NALP1 inh
O=C(Nc1ccc2oc(-c3ccncc3)nc2c1)c1ccccc1F,86.0,8.7,-5.6,93.0,2.2,-1.8,-3.0,-2.5,-0.7
O=C(Nc1ccc(OC(F)(F)F)cc1)C1CC(c2ccc(F)cc2)=NO1 (stereo not given),99.0,-13.4,-0.5,96.0,1.3,8.4,-2.0,-4.0,-3.9
O=C(Nc1cccc(-c2cscn2)c1)C1CCN(Cc2ccc(CO)o2)CC1,102.0,6.9,7.2,110.0,-4.1,2.5,4.0,-3.8,31.4
COc1ccc(-c2csc(N(CCc3ccc(OC)c(OC)c3)C(=O)COc3ccccc3)n2)cc1,100.0,-15.2,-8.9,90.0,-14.7,13.7,-4.0,6.8,30.9

# (continued)
SMILES,MEKK3 PB1 HTS,SUMO HTRF inh,IDE cell activ,MEKK2 WT-MEK5,p-CIP stab down,IDE inh,MEKK2mut PB1 HTS,M18AAP inhibitor,NALP1 inh
O=C(O)c1n[nH]c2c1CCCC2,102.0,18.0,-1.0,102.0,-3.8,3.3,4.0,-5.4,3.0
COc1ccc2nc(NC(=O)CCNS(=O)(=O)c3ccc4c(c3)oc(=O)n4C)sc2c1,x,-8.9,6.6,x,-15.8,-6.0,x,1.7,5.6
Cc1ccc(CNC(=O)c2cccc(-n3cnnn3)c2)cc1,102.0,-4.1,3.0,105.0,7.3,8.2,6.0,2.4,42.9*
COc1cc(C2=NOC(C(=O)Nc3ccc(C(C)=O)cc3)C2)cc(OC)c1OC (stereo not given),82.0,-3.8,6.7,90.0,-11.9,-2.1,-2.0,-13.2,0.3
COc1ccccc1NS(=O)(=O)c1cccc(NC(=O)c2sc3ccccc3c2Cl)c1,104.0,16.7,5.9,94.0,-11.4,3.7,-4.0,-4.2,-2.7
CCOC(=O)N1CCC(NC(=O)C2CCN(c3ccc(N4CCOCC4)nn3)CC2)CC1,104.0,19.5,5.1,109.0,19.4,5.0,9.0,-1.5,-6.6
CCOc1ccc(/C=N/n2cc(-c3ccccc3)[nH]c2=S)cc1,99.0,3.3,3.1,95.0,-6.3,-3.7,-2.0,54.0*,-10.8
COc1cc(C#N)ccc1OCC(=O)N1CCc2ccccc2C1,104.0,-14.2,5.3,104.0,-0.3,1.9,1.0,3.8,7.0
COc1cc(N)c(Cl)cc1C(=O)OCC(=O)NC1CCCC1,103.0,-0.3,3.5,100.0,2.5,7.5,-4.0,-6.2,-0.2
O=C(NCCCO)c1cc2c([nH]c3ccccc32)c(-c2ccc(F)cc2)n1,103.0,13.7,0.1,109.0,-10.8,0.3,5.0,4.4,4.8
CC(=O)NC1C(OCc2ccccc2)OC(COC(C)=O)C(OC(C)=O)C1OC(C)=O (stereo not given),90.0,12.4,2.1,97.0,-5.8,0.2,-1.0,-7.0,8.7
CN(C)S(=O)(=O)c1ccc(N2CCCC2)c(C(=O)NCC2CCCCC2)c1,93.0,2.0,0.8,85.0,-8.5,-0.7,-9.0,-6.9,11.6
CN(C)c1ccc(CNc2nc(-c3ccccc3)nn2S(C)(=O)=O)cc1,99.0,5.4,5.3,100.0,1.7,-1.9,0.0,1.6,14.3

# In the list so far, these contain an aryl thioether with sulfur outside any ring:
SMILES,MEKK3 PB1 HTS,SUMO HTRF inh,IDE cell activ,MEKK2 WT-MEK5,p-CIP stab down,IDE inh,MEKK2mut PB1 HTS,M18AAP inhibitor,NALP1 inh
Cc1nc(SCC(=O)Nc2ccc(Cl)cc2[N+](=O)[O-])nc(C)c1C,93.0,0.7,3.7,96.0,-12.0,3.5,-3.0,17.1,15.8
Cc1cc(NC(=O)CSc2ccccc2)no1,93.0,16.0,0.7,89.0,-8.4,11.3,-5.0,-2.9,13.1
COC(=O)CSc1nc(-c2ccccc2)nc2ccc(F)cc12,99.0,-7.7,2.0,97.0,-1.8,11.2,-6.0,-2.5,10.0

# The list is partial (hit frequency here may not be typical).
